# Compound activity: PubChem BioAssay, several laboratories
# 3CLpro inhibitor: SARS-CoV 3CLpro protease inhibition; AID 1706; 290,000 compounds, 0.14% hits; inhibition, % at 6 µM; P0C6X7; recombinant SARS-CoV 3CLpro, quenched FRET peptide cleavage; in the data active means inhibition above about 12%
# Yp Topo-I inh: blocks Yersinia pestis topoisomerase I activity; 360,000 compounds, 0.064% hits; AID 504884; activity, % at 10 µM; Y. pestis Topo-I cleavage product accumulation, plate reader; in the data active means activity above about 50%, passing the limit was not always enough; further: inactives centre near 2
# Vc quorum ag: inducers of Vibrio cholerae quorum light production without autoinducers. V. cholerae BH1578 lux reporter, luminescence, 6 h. activation, % at 18.7 µM. 350,000 compounds, 0.16% hits. AID 588436; in the data active means activation mostly above about 9.7%, no sharp cut-off; further: not every result past the cut was called active; inactives centre near 0; reference of the scale not given here
# SSB-PriA inh: inhibitors of Klebsiella pneumoniae PriA binding to SSB C-terminal tail; 430,000 compounds, 0.6% hits; AlphaScreen SSBct-PriA binding, biotinylated peptide; inhibition, % at 33 µM; in the data active means inhibition mostly above about 37%, no sharp cut-off; inactive means mostly below about 20%;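 further: plate controls were negative control peptide for no effect and reference peptide for full effect; strong numbers were not always called active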
# Anthrax LF inh2: blocks Bacillus anthracis lethal factor protease. multiplex microsphere protease cleavage assay, LF. 360,000 compounds, 0.12% hits. inhibition, % at 10 µM; in the data active means inhibition above about 30%; further: plate controls were buffer without enzyme for full effect and enzyme alone for no effect
# Target sequence (P15917 whole entry, looked up): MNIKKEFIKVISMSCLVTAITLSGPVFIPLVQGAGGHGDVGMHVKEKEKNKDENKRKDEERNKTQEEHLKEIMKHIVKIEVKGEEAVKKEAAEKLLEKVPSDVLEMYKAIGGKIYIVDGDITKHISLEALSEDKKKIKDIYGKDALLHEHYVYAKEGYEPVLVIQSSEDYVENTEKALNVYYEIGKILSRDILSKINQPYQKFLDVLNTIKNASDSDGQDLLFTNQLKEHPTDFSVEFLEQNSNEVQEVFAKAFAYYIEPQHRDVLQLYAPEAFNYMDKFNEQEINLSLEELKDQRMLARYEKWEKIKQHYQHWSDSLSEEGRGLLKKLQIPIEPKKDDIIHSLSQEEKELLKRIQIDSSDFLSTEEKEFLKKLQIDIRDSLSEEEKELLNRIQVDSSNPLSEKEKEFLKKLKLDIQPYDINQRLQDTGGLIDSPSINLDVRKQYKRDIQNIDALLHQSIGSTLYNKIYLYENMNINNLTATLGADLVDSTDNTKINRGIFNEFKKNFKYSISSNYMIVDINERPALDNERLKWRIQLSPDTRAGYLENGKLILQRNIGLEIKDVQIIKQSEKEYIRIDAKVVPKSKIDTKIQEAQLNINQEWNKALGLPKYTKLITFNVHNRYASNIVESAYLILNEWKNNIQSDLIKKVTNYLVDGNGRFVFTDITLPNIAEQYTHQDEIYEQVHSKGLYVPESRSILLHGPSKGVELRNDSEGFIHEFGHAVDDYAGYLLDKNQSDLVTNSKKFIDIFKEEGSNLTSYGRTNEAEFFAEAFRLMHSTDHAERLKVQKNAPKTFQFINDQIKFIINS
# MazEF act: MazEF (E. coli) toxin RNase activation; FAM/BHQ RNA-DNA oligo cleavage fluorescence, 5 h; activation, % at 20 µM; 350,000 compounds, 0.32% hits; in the data active means activation above about 50%
# Target sequence (P0AE70 whole entry, looked up): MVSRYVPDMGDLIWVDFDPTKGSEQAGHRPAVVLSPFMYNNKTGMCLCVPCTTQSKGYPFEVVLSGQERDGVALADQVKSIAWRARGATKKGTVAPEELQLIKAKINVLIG
# DUSP3 inh: DUSP3 (human) phosphatase inhibition | recombinant VHR phosphatase, pNPP absorbance | inhibition, % at 13.3 µM | 290,000 compounds, 0.52% hits; in the data active means inhibition above about 50%; further: some compounds called inactive have numbers as strong as hits
# TcdB inh: inhibitors of Clostridioides difficile toxin B glycohydrolase; inhibition, % at 9.99 µM; TcdB glycohydrolase enzymatic assay, plate reader; 350,000 compounds, 0.24% hits; in the data active means inhibition above about 10%
# Rv3671c inh: inhibitors of M. tuberculosis serine protease Rv3671c. inhibition, % at 5.96 µM. 320,000 compounds, 0.048% hits; in the data active means inhibition above about 38%;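 further: extracellular domain of Rv3671c used as enzyme; 0% = enzyme with DMSO and 100% = no enzyme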
# PfHsp40 rescue: compounds rescuing yeast from Plasmodium falciparum HSP40 toxicity | 340,000 compounds, 0.68% hits | growth rescue, % at 12.5 µM | S. cerevisiae expressing PfHsp40, growth rescue, ATP luminescence; in the data active means growth rescue above about 28%, passing the limit was not always enough;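 further: yeast W303a lacking pdr1 and pdr3 grown in galactose medium; growth measured after three days at 30 °C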
# The depositor's hits bear a star; i = inactive; . = not tested or not shown; & = joins results of further samples. The list is partial; the hit share may differ from the screen's.
nr	structure	3CLpro inhibitor	Yp Topo-I inh	Vc quorum ag	SSB-PriA inh	Anthrax LF inh2
1	COc1ccccc1OCCCC(=O)Nc1ccc(N2CCOCC2)cc1	1	4	-0.4	1&-14	3
2	Cc1ccnc(N2CCC(C(=O)NCc3ccc(F)cc3)CC2)n1	2	3	-0.2	-6	3
3	COc1cccc(/C=C2/Sc3ccc(C(=O)NCCCN4CCCC4)cc3NC2=O)c1	4	-17	-6.2	7	-2
4	Oc1cnc2ccccc2c1CN1CCOCC1	-5	8	-0.2	-16	0
5	CCNC(=O)CCn1nc(-c2ccc(C)cc2)c2ccccc2c1=O	3	6	i	16	6
6	N#Cc1cc2ccccc2nc1SCc1ccccn1	-2	4	i	-19	-5
7	CCC(C)NC(=O)C1CCN(S(=O)(=O)c2ccc3nc4c(c(C(=O)O)c3c2)CCCCC4)CC1 (centres undefined)	-2	-9	-5.9	14	2
8	CCN(C(=O)c1cc(Cl)ccc1OC)c1ccccc1C	-3	2	-4.0	-2	.
9	O=C(CNc1cccc2ccccc12)N/N=C/c1cccc(Oc2ccccc2)c1	4	-11	-0.2	.	1
10	COc1ccccc1CNC(=O)COC(=O)Cc1c(Cl)cccc1Cl	1	20	-0.3	-23	1
11	Cc1cccnc1NC(=O)C1CCCN1S(=O)(=O)c1ccc(Cl)cc1 (centres undefined)	6	-3	i	4	3
12	O=C(CSc1nnc(NC(=O)c2ccco2)s1)NC1CCCC1	-6	9	-2.1	-1	5
13	COc1ccc(C)cc1S(=O)(=O)N1c2ccc(C)cc2C2CN(C)CCC21 (centres undefined)	.	-2	-0.9	-4	-4
14	O=C(Cn1c2c(sc1=O)C1c3ccccc3OCC1CS2)Nc1ccc(Cl)c(Cl)c1 (centres undefined)	0	-3	3.4	-2	-1
15	c1cncc(-c2noc(-c3cccc4ccccc34)n2)c1	4	-1	-0.5	-7	0

nr	MazEF act	DUSP3 inh	TcdB inh	Rv3671c inh	PfHsp40 rescue
1	-2	1	1.4	-3	-1.1
2	-1	2	1.4	-4	2.6
3	15	-12	-0.3	-18	-1.1
4	-2	16	.	8	1.1
5	9	.	0.2	7	-0.2
6	-4	8	.	0	-0.7
7	-11	2	1.8	-3	0.0
8	5	4	.	-1	1.5
9	1	15	0.6	4	-0.1
10	-6	33	0.1	5	1.7
11	2	2	-0.5	0	-0.8
12	8	10	.	-7	1.4
13	3	.	-0.5	.	-1.4
14	-15	-4	0.8	-38	-0.1
15	-5	23	-7.6	-6	-0.1

# Reprinted from the part before: 3 entries; new compounds follow.
nr	structure	3CLpro inhibitor	Yp Topo-I inh	Vc quorum ag	SSB-PriA inh	Anthrax LF inh2
13	COc1ccc(C)cc1S(=O)(=O)N1c2ccc(C)cc2C2CN(C)CCC21 (centres undefined)	.	-2	-0.9	-4	-4
14	O=C(Cn1c2c(sc1=O)C1c3ccccc3OCC1CS2)Nc1ccc(Cl)c(Cl)c1 (centres undefined)	0	-3	3.4	-2	-1
15	c1cncc(-c2noc(-c3cccc4ccccc34)n2)c1	4	-1	-0.5	-7	0
16	COc1ccc(-c2cc(-c3c(O)c(OC)c4occc4c3OC)[nH]n2)cc1	-1	2	-7.4	29	-7
17	O=C(N=C1SC2CS(=O)(=O)CC2N1Cc1ccccc1)c1ccccc1 (centres undefined)	.	4	-0.3	.	3
18	O=C(NC1CCC(O)CC1)c1ccccc1OCc1ccc(F)cc1 (centres undefined)	1	1	-0.5	2	-1
19	Cn1nc(C(=O)Nc2ccccc2Cl)cc1C(=O)Nc1ccccc1Cl	.	15	-0.9	-3	13
20	Cc1nc(C(=O)Nc2ccccc2)sc1C1(C)CC(c2cccc([N+](=O)[O-])c2)=NO1 (centres undefined)	.	4	i	7	4
21	COCCC(=O)Nc1c(-c2ccccc2)c2cc(Br)ccc2[nH]c1=O	-1	5	-0.1	-6	-5
22	CCc1nc(C)ccc1OCC(=O)N(CC)CC	-1	-6	i	-16	2
23	CCn1ncc(-c2ccnc3cc(C(=O)O)nn23)c1C	2	-3	0.7	8	5
24	C=C[C@H](CC(C)C)N(Cc1ccccc1)S(=O)(=O)N(Cc1ccc(OC)cc1)[C@H](C=C)CC(C)C	.	3	i	-3	0
25	O=c1c2cc(O)c(O)cc2oc2cc(O)c(C3OC(CO)C(O)C(O)C3O)c(O)c12 (centres undefined)	.	4	-0.1	-7	-7
26	CC(=O)NCCNC(=O)Cn1nnc(-c2ccccc2)c1COc1ccc2ccccc2c1	.	36	-0.4	.	-2
27	CC(=O)C1C(N2CC2)CC2C3CC=C4CC(O)CCC4(C)C3CCC21C (centres undefined)	.	14	-5.9	-7	-5
28	CC(C)(C)CC(=O)NC(=S)NCc1ccco1	0	9	-0.5	-10	-4
29	COCCCn1[nH]c2c3c(ccc2c1=O)C(=O)c1ccccc1C3=O	1	-18	-0.4	-2	-1
30	CC(C)Cn1c(SC(C)C(=O)Nc2ccc3c(c2)OCCO3)nc2ccccc2c1=O (centres undefined)	2	-1	i	-29	-7

nr	MazEF act	DUSP3 inh	TcdB inh	Rv3671c inh	PfHsp40 rescue
13	3	.	-0.5	.	-1.4
14	-15	-4	0.8	-38	-0.1
15	-5	23	-7.6	-6	-0.1
16	-2	24	.	17	3.4
17	1	.	1.6	.	.
18	6	32	-2.7	-5	-0.5
19	-15	.	1.1	4	0.2
20	1	15	0.9	-24	3.5
21	6	6	0.9	-3	13
22	-2	0	.	9	0.0
23	4	18	-0.2	5	-0.4
24	2	.	0.8	-5	0.2
25	-1	.	-2.4	9	-0.5
26	.	.	2.6	.	.
27	-13	.	0.7	.	-3.0
28	1	14	-3.7	2	10
29	8	19	.	8	0.0
30	-1	15	.	.	2.3

# 3 entries drawn at random from the list so far:
nr	structure	3CLpro inhibitor	Yp Topo-I inh	Vc quorum ag	SSB-PriA inh	Anthrax LF inh2
18	O=C(NC1CCC(O)CC1)c1ccccc1OCc1ccc(F)cc1 (centres undefined)	1	1	-0.5	2	-1
23	CCn1ncc(-c2ccnc3cc(C(=O)O)nn23)c1C	2	-3	0.7	8	5
25	O=c1c2cc(O)c(O)cc2oc2cc(O)c(C3OC(CO)C(O)C(O)C3O)c(O)c12 (centres undefined)	.	4	-0.1	-7	-7

nr	MazEF act	DUSP3 inh	TcdB inh	Rv3671c inh	PfHsp40 rescue
18	6	32	-2.7	-5	-0.5
23	4	18	-0.2	5	-0.4
25	-1	.	-2.4	9	-0.5

# More compounds.
nr	structure	3CLpro inhibitor	Yp Topo-I inh	Vc quorum ag	SSB-PriA inh	Anthrax LF inh2
31	Cc1ccc(-c2cc(C(F)F)n3ncc(C(=O)N4CCN(c5cccc(C)c5C)CC4)c3n2)cc1	3	-2	i	3	-8
32	CC(C)Cn1c(N)c(C(=O)COC(=O)COc2cccc(C(F)(F)F)c2)c(=O)n(C)c1=O	12	12	-2.3	-23	1
33	COCCCNC(=O)c1cccc2c(=O)c(C)c(-c3ccccc3)oc12	4	5	i	1	2
34	CCOc1cccc(CNCCO)c1OCc1ccc(Cl)cc1	-6	9	-0.1	6	-2
35	S=c1nc(-c2ccccc2Cl)n(Cc2cccnc2)c2c1CCCC2	0	1	i	-14	-3
36	CC(C)(C)OC(=O)N(CCc1ccccc1)Cc1ccccc1OCc1ccc(NC(=O)C2CCCC2)cc1	.	25	-0.6	-9	4
37	CC1(C)OC2CCN3C(C(O)COS3(=O)=O)C2O1 (centres undefined)	-4	0	i	-10	8
38	CC(C)(C)NC(=O)COC(=O)CCC(=O)c1ccc(Cl)cc1	0	-3	0.9	-22	-3
39	c1ccc2c(c1)CCN(c1ncnc3c1[nH]c1ccccc13)C2	.	-8	-4.3	13	0
40	O=C(NC1CCCC1)c1ccc(CS(=O)(=O)c2ccc(Br)cc2)o1	-4	1	-0.4	-9	0
41	CCn1cc(/C=N/NS(=O)(=O)c2ccc(OC)cc2)c(C)n1	2	0	-0.4	.	0
42	CC(C)(C)c1ccc(C(=O)NNC(=O)Cc2cccc3ccccc23)cc1	0	12	-0.9	-2	1
43	O=C(Cc1ccccc1)c1c[nH]c(C(=O)C(Cl)(Cl)Cl)c1	-7	0	i	1	-2
44	CCN(C[C@H]1N[C@@](Cc2ccccc2)(C(=O)OC)[C@H]2C(=O)N(Cc3ccccc3)C(=O)[C@@H]12)C(=O)Nc1ccc(Cl)cc1	.	0	i	-7	-5
45	O=C(COc1nsnc1N1CCOCC1)N/N=C/c1ccccc1O	5	4	0.2	.	-2

nr	MazEF act	DUSP3 inh	TcdB inh	Rv3671c inh	PfHsp40 rescue
31	-24	0	.	2	0.2
32	0	-4	-2.4	-12	0.4
33	4	32	.	-9	6.8
34	8	-2	0.1	15	-0.7
35	-6	24	0.1	6	1.0
36	0	.	-0.2	.	-0.8
37	4	28	1.8	-7	-1.7
38	0	-1	0.8	-8	0.7
39	-11	6	.	4	2.0
40	-13	-18	4.0	8	-0.6
41	-1	7	.	-4	0.1
42	1	7	.	-11	2.0
43	8	10	1.0	-5	0.8
44	-3	.	2.1	-36	1.0
45	-6	8	-18	-1	-0.1

# The list continues:
nr	structure	3CLpro inhibitor	Yp Topo-I inh	Vc quorum ag	SSB-PriA inh	Anthrax LF inh2
46	CCOc1ccc(N(CC(=O)O)S(=O)(=O)c2cccnc2)cc1	2	3	-0.3	3	-10
47	O=C(Cn1cnc2ccccc21)Nc1ccc2c(c1)OCCCO2	.	-3	-0.4	-2	1
48	O=[N+]([O-])c1cccc(/C=C/c2ccc3cccc(O)c3n2)c1	-1	2	i	6	-6
49	CC(=O)CC(C)(C)n1c[n+](C)nn1	-2	-8	-1.5	-6	2
50	Cc1cccc(CC(=O)NCC2CCCCC2)c1	2	10	-0.2	3	8

nr	MazEF act	DUSP3 inh	TcdB inh	Rv3671c inh	PfHsp40 rescue
46	8	-16	0.7	-8	1.8
47	-1	.	-0.2	-13	-0.9
48	-4	.	0.4	3	-0.4
49	-8	6	.	0	0.1
50	3	1	.	1	0.6
